Source: PubChem (several laboratories)
CAL PDZ FP-1: inhibitors of human CAL PDZ peptide binding; Q9HD26; purified CAL PDZ, TMR-peptide fluorescence polarization, 1 h; inhibition, % at 24.9 µM; actives 0.92% (n = 300,000); AID 602252;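 active means mean inhibition of at least 30% with at least half of replicates also reaching 30%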;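 further: 0% = DMSO neutral control and 100% = excess unlabeled competitor peptide PRC23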
phage Ecoli inh: E. coli growth loss with phage present | growth absorbance | AID 651602 | actives 0.26% (n = 360,000) | inhibition, % at 11.9 µM; in the data active means inhibition above about 11%
AddAB inh: less growth of phage-infected E. coli with AddAB. E. coli expressing H. pylori AddAB, absorbance growth. inhibition, % at 11.9 µM. actives 0.29% (n = 330,000); in the data active means inhibition above about 12%;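 further: 0% = vehicle wells of infected cells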
Wnt bcat act: Wnt/beta-catenin pathway activation; activation, % at 9.35 µM; AID 743398; Wnt/beta-catenin reporter cell assay, activator, plate reader; actives 1.2% (n = 300,000); in the data active means activation above about 30%, passing the limit was not always enough;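 further: 0% = neutral control wells and 100% = positive control wells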
SR-BI HDL uptake: inhibitors of mouse SR-BI mediated HDL lipid uptake | Q61009 | ldlA[mSR-BI] CHO cells, DiI-HDL uptake fluorescence, 3 h | actives 0.96% (n = 320,000) | AID 488896 | inhibition, % at 12.5 µM;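 active means mean replicate inhibition of at least 70% and a set share of replicates each scoring 70 or more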;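 further: 0% = median of neutral control wells and 100% = median of positive control wells; values of inactives mirror those of a sister screen read the other way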
Target sequence (Q61009 whole entry, looked up): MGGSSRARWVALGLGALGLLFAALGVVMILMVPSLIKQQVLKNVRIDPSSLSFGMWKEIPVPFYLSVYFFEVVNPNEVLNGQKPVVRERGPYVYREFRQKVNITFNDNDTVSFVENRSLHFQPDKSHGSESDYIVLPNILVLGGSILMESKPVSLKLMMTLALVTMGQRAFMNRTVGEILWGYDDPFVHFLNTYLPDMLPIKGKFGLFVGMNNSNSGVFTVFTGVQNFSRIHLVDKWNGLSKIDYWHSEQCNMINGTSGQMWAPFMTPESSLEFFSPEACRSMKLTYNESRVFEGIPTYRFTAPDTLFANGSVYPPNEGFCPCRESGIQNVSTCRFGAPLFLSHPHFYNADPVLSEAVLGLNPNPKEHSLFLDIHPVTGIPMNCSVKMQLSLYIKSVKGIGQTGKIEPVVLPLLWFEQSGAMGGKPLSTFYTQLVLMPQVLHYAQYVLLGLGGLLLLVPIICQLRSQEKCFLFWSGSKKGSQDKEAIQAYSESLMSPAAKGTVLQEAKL
CAL PDZ FP-2: human CAL PDZ-peptide interaction inhibition | purified CAL PDZ, TMR-peptide fluorescence polarization, 1 h | inhibition, % at 20 µM | actives 0.02% (n = 330,000) | AID 504414;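 active means highest replicate inhibition of at least 40%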;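 further: plate controls were DMSO neutral control wells for no effect and unlabeled competitor peptide control wells for full effect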
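Material – purified CerCALP PDZ construct · Detection – FP readout, S and P plane fluorescence · Measure – percent inhibition from loss of millipolarization · Controls – unlabelled peptide for full inhibition, DMSO wells as neutral · Probe or stimulus – TMR-labelled reporter peptide T*-PRC34 bound in PDZ groove · Times – 1 h at RT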
Tat transport: blocks Tat-dependent protein export in E. coli; E. coli MC4100 TorA-mCherry Tat export, fluorescence; inhibition, % at 10 µM; actives 0.036% (n = 340,000); AID 488895;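 active means mean replicate inhibition at least 50% and at least half of replicates individually reaching 50%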;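 further: exported cargo escapes ClpAP degradation while cytoplasmic cargo is degraded and loses fluorescence; 0% = median of neutral control wells and 100% = median of NaSCN control wells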
Ecoli viability: bacterial growth inhibition, counter-screen for AddAB inhibitors; E. coli V3065 growth, OD600 absorbance, 18 h; AID 449728; inhibition, % at 11.9 µM; actives 0.27% (n = 330,000);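 active means inhibition above the campaign's mean inhibition across all tested compounds plus 3 SD, cut at about 9.9% in these data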;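 further: uninfected addAB+ strain grown without phage in ampicillin broth; 0% = DMSO wells and 100% = ciprofloxacin 0.95 µg/ml wells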
SR-BI uptake up: activators of SR-BI mediated HDL lipid uptake; CHO ldlA[mSR-BI] cells, DiI-HDL uptake fluorescence, 3 h; 100 = double the neutral-control signal; activation, % at 12.5 µM; actives 0.096% (n = 320,000); AID 504775;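 active means mean replicate activation of at least 60% and every replicate at or above 60%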;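 further: 0% = median plate neutral-control signal and 100% = twice that signal; values of inactives mirror those of a sister screen read the other way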
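Material: SR-BI-overexpressing, LDLR-lacking CHO cells; schedule: compound exposure 3 h, 37 °C; reagent: DiI-labelled HDL at 10 µg/mL final; technique: bottom-read fluorescence, 550/595 nm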
MITF act: activators of MITF-driven TRPM1 promoter activity in SK-MEL-5 cells; SK-MEL-5 TRPM1-promoter luciferase, 24 h; % of positive control, neutral wells = 0; AID 588334; actives 0.75% (n = 300,000); activation, % at 12.5 µM;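 active means mean activation of at least 80% with every replicate also reaching 80%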;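 further: 0% = neutral control wells and 100% = parthenolide positive control wells; values of inactives mirror those of a sister screen read the other way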
Numbers without * were called inactive; · = not tested or not shown. Random draw from the library; any-hit rate near 3.6%.

SMILES	CAL PDZ FP-1	phage Ecoli inh	AddAB inh	Wnt bcat act	SR-BI HDL uptake	CAL PDZ FP-2	Tat transport	Ecoli viability	SR-BI uptake up	MITF act
Cc1ccsc1/C=N/N1CCN(C2c3ccccc3-c3ccccc32)CC1	-1.4	2.1	0.6	·	49.2	-0.5	20.8	0.0	-49.2	4.6
C/C=C/c1ccc(OCCCN2C(=O)NC(C)(C)C2=O)c(OC)c1	·	0.2	-0.6	·	-11.6	-2.8	-4.3	0.2	11.6	5.3
CC1(c2nnc(-c3ccc(F)cc3)o2)CC(c2ccc(Cl)cc2)=NO1 (centres undefined)	-5.5	3.0	0.8	0.0	-18.4	-0.5	-5.5	-0.8	18.4	-0.9
COC(=O)c1cc(S(=O)(=O)NCc2ccc(F)cc2)cn1C	·	2.4	15.3*	-3.2	-5.2	-1.3	-0.8	5.4	5.2	-3.9
CSc1ncccc1C(=O)Nc1cccc(S(=O)(=O)N2CCCCCC2)c1	-1.6	2.3	2.4	-3.6	55.8	-0.4	11.8	0.5	-55.8	-2.9
CC(=O)Nc1ccc(OCc2ccc(S(=O)(=O)Cc3ccccc3)cc2)cc1	·	1.9	3.6	-2.1	-3.6	-0.7	1.9	0.1	3.6	0.4
CC(C)(C)OC(=O)NCCCC[C@@H](C(=O)N1CCN(C(=O)OC(C)(C)C)CC1)n1cc(C(CO)NC(=O)OC(C)(C)C)nn1 (some centres undefined)	-2.4	1.1	3.5	-2.2	5.1	-0.1	-8.6	1.7	-5.1	3.9
CCC(=O)Nc1ccc(S(=O)(=O)NCc2ccco2)cc1	-1.5	2.6	1.0	6.9	-7.0	144.0*	-2.2	1.9	7.0	·
Cc1nc2ccccc2n1C1CC(=O)N(Cc2ccccc2)C1=O (centres undefined)	-8.1	2.6	1.1	-5.3	5.4	0.3	2.3	-1.9	-5.4	-0.2
COc1ccc(N2C(=O)CC(N3CCN(c4ccc(Cl)cc4)CC3)C2=O)cc1 (centres undefined)	·	1.3	0.7	-1.7	-6.5	-0.3	-3.1	-0.1	6.5	0.8
COC(=O)C(C)NC(=O)c1cn(-c2ccccc2OC)c(=O)c2ccccc12 (centres undefined)	-3.6	0.0	0.8	0.9	-16.9	0.0	11.2	0.2	16.9	-14.3
COc1ccc(CNC(=O)[C@@H](NC(=O)C2CCN(C(=O)[C@@H](N)CC(C)C)CC2)C(C)C)cc1	3.7	2.3	1.7	-1.4	2.9	0.2	0.3	0.0	-2.9	5.4
CCOc1ccc(C2N(c3ccc(F)cc3)C(=O)C3CCCN32)cc1OC (centres undefined)	·	2.1	5.6	-1.1	-7.1	0.8	-2.1	1.9	7.1	1.0
Cc1cccc(C(=O)N2CCCC(c3nc(-c4ccc(F)cc4)no3)C2)c1 (centres undefined)	-8.0	-1.6	·	-0.8	-38.7	-0.3	-2.4	·	38.7	·
COc1ccc(CCn2c(=N)c(C(=O)NC3CCCCC3)cc3c(=O)n4ccccc4nc32)cc1	-1.0	-4.1	-0.1	-0.8	-32.3	-4.9	-2.8	-0.2	32.3	-51.9
Cc1ccc(SCCC(=O)Nc2ccccc2C(=O)N2CCOCC2)cc1	-4.7	4.3	0.2	·	-15.2	-0.8	2.6	-1.7	15.2	11.9
COc1ccc(CC(=O)Nc2ccccc2Oc2ccccc2)cc1	·	1.2	1.8	0.2	·	·	·	2.2	·	·
CCOC(=O)Cc1csc2nc(-c3ccccc3)nn12	-4.1	0.9	0.2	1.5	1.6	0.8	1.0	-0.5	-1.6	6.5
Cc1cccc(OCC(=O)N/N=C/c2ccc3c(c2)OCO3)c1	4.4	4.3	0.3	-2.7	-25.0	-2.7	5.1	-1.1	25.0	-5.3
Cc1onc(-c2ccccc2Cl)c1C(=O)N1CCN=C1SCc1cccnc1	4.3	2.4	1.5	-4.0	-16.4	-0.4	-0.3	-0.1	16.4	1.4
Cn1c(COc2ccc(Br)cc2)nnc1SC1CCc2ccccc2C1=O (centres undefined)	-3.4	0.2	1.4	-2.0	5.2	0.3	13.0	0.7	-5.2	-6.4
Oc1c(C=C2N=c3ccccc3=N2)sc(=S)n1-c1ccccc1	-6.0	3.9	1.7	9.6	12.3	0.4	-3.3	-1.1	-12.3	17.2
N#CC(C(=O)O)=C1CCCC1	-0.1	2.2	2.5	·	-21.0	-3.4	-11.9	1.3	21.0	-9.8
C/C(=N\NC(=S)NC1CCCCC1)c1cccs1	-7.2	-2.2	1.2	-2.3	57.9	1.0	3.1	-3.1	-57.9	3.8
CN(C(=O)CSc1nnc(NCc2ccccc2)s1)C1CCS(=O)(=O)C1 (centres undefined)	-3.3	-0.2	0.0	2.2	-26.0	-0.5	-12.2	-2.3	26.0	3.6
CC1(C)SC(=S)N(NC(=O)Nc2ccccc2)C1N(O)C(=O)Nc1cccc2ccccc12 (centres undefined)	-0.7	2.5	0.5	-7.5	34.0	-2.1	4.7	-0.5	-34.0	-1.3
Cc1ccc(-c2csc3ncn(CC#N)c(=O)c23)cc1	-0.9	3.2	1.1	-5.9	-0.5	-0.4	-5.7	-0.1	0.5	-1.5
Cc1ccc(C(=O)NC(Cc2cccc(C(F)(F)F)c2)C(=O)O)cc1 (centres undefined)	-3.7	0.4	-1.7	-4.0	-21.6	1.0	-4.7	-3.0	21.7	9.4
Cc1cc(C)cc(NC(=O)CS(=O)(=O)c2ccccc2)c1	-3.3	0.8	1.2	-0.7	-2.7	-0.4	3.5	0.6	2.7	·
O=C(Nc1ccccc1N1CCCC1)C1CC(=O)N(Cc2ccccc2)C1 (centres undefined)	-3.5	-0.5	0.2	-1.7	-5.3	-0.1	11.5	-1.4	5.3	6.0

Among those listed so far, 2 have a COOH group.
SMILES	CAL PDZ FP-1	phage Ecoli inh	AddAB inh	Wnt bcat act	SR-BI HDL uptake	CAL PDZ FP-2	Tat transport	Ecoli viability	SR-BI uptake up	MITF act
N#CC(C(=O)O)=C1CCCC1	-0.1	2.2	2.5	·	-21.0	-3.4	-11.9	1.3	21.0	-9.8
Cc1ccc(C(=O)NC(Cc2cccc(C(F)(F)F)c2)C(=O)O)cc1 (centres undefined)	-3.7	0.4	-1.7	-4.0	-21.6	1.0	-4.7	-3.0	21.7	9.4

The main list resumes, repeating the 2 entries before the break.
SMILES	CAL PDZ FP-1	phage Ecoli inh	AddAB inh	Wnt bcat act	SR-BI HDL uptake	CAL PDZ FP-2	Tat transport	Ecoli viability	SR-BI uptake up	MITF act
Cc1cc(C)cc(NC(=O)CS(=O)(=O)c2ccccc2)c1	-3.3	0.8	1.2	-0.7	-2.7	-0.4	3.5	0.6	2.7	·
O=C(Nc1ccccc1N1CCCC1)C1CC(=O)N(Cc2ccccc2)C1 (centres undefined)	-3.5	-0.5	0.2	-1.7	-5.3	-0.1	11.5	-1.4	5.3	6.0
CCOC(=O)C1CCN(C(=O)Cn2nc(C)n3nc(-c4ccc(OC)cc4)cc3c2=O)CC1	-2.7	0.7	1.7	-0.5	60.8	-2.7	-4.8	1.3	-60.8	0.8
COc1cc(/C=C/C(=O)N(Cc2ccccc2)c2ccccn2)cc(OC)c1OC	-4.3	3.0	-0.2	-0.2	-4.9	-1.9	-6.8	0.0	4.9	-11.4
COc1cccc(-c2onc3ccc(C4(C)OCCO4)cc23)c1	·	7.6	0.7	-2.5	9.1	-1.3	-6.9	-1.0	-9.1	17.9
COc1ccc(N2CC(C(=O)Nc3nnc(SCC(=O)NCC4CCCO4)s3)CC2=O)cc1 (centres undefined)	0.5	0.5	-1.8	3.3	-9.2	0.6	2.8	-1.9	9.2	1.7
CN(C)S(=O)(=O)c1cccc(COC(=O)CN2CCCCCC2=O)c1	-3.5	0.9	-0.2	-2.0	·	-2.4	0.3	-3.9	·	8.2
Cc1ccc(-n2c(C)cc(/C=N/Nc3ccc([N+](=O)[O-])cn3)c2C)c(C)c1	-3.6	2.8	-1.4	·	56.0	-0.7	0.0	0.7	-56.0	9.6
Cc1nnnn1-c1ccc(CC(=O)O)cc1	0.6	4.9	2.6	-8.1	-12.6	0.2	-0.5	2.0	12.6	-2.2
O=C1CSC(c2cccc([N+](=O)[O-])c2)N1c1c(F)cccc1F (centres undefined)	0.3	2.0	0.8	0.4	-0.3	-0.2	-2.7	-2.2	0.3	5.2
Cn1c(SCC(=O)N2CC(=O)Nc3ccccc32)nc2ccccc2c1=O	-4.6	0.1	-0.1	0.0	0.2	-0.9	-3.2	0.0	-0.2	4.0
CCOc1ccc(NC(=O)C2CC(=O)N(c3ccc4c(c3)OCCO4)C2)cc1OCC (centres undefined)	·	0.7	-1.2	-1.4	21.3	-0.3	4.7	-0.5	-21.3	2.2
C=CCN(CC=C)S(=O)(=O)c1ccc2nc(NC(=O)C3CCCO3)sc2c1 (centres undefined)	-2.2	0.6	2.7	4.2	14.3	-2.2	1.3	2.2	-14.3	5.0
CCc1nc(N2CCOCC2)c(C#N)c2c1COC(C)(C)C2	-3.8	2.2	4.1	-1.4	15.0	-3.7	5.4	2.5	-15.0	3.6
Cc1ccc2[nH]c3c(NCCN4CCOCC4)ncnc3c2c1	-2.6	4.1	·	·	6.2	-2.0	-6.9	·	-6.2	4.7
Cc1ccc(C)c(N(CC(=O)NC2CCCC2)C(=O)CNC(=O)c2cccs2)c1	-2.9	1.1	-0.9	-1.0	·	-2.6	2.7	-2.3	·	3.1
CC(C)c1cc(NC(=O)c2ccccc2)cc(C(C)C)c1O	-2.8	3.6	4.1	-0.7	15.5	0.3	0.6	1.4	-15.5	2.1
CC(NCC(=O)NCCc1ccc(S(N)(=O)=O)cc1)c1ccc(F)cc1 (centres undefined)	0.2	3.4	1.6	3.1	-0.2	-1.5	-6.3	2.5	0.2	-15.2
CCONC(=O)Nc1ccccc1[N+](=O)[O-]	-4.0	2.2	2.8	-4.1	-1.9	-1.6	0.7	2.6	1.9	8.6
CCCCOCCCNC(=O)c1ccc(OCC)cc1	-0.5	-0.9	1.3	·	-5.8	1.1	-1.9	0.4	5.8	11.4
COc1ccc(COC(=O)c2ccc(S(=O)(=O)N3CCCCC3)cc2)cc1OC	3.9	2.6	2.6	-0.3	-24.7	1.3	3.5	-2.0	24.7	-0.4
CCOC(=O)C(O)(CC(=O)Nc1cc(F)ccc1C)C(F)(F)F (centres undefined)	-2.6	3.7	-0.6	1.0	-34.8	-4.0	1.2	-1.5	34.8	·
NC(=O)C1CCCN(S(=O)(=O)c2ccccc2)C1 (centres undefined)	·	1.2	2.9	-2.8	-2.6	-0.9	1.5	-2.0	2.6	9.3
CC1(C(=O)NC2CCCCC2)CCC(=O)N1Cc1ccc2c(c1)OCO2 (centres undefined)	-1.4	0.5	1.7	0.0	-0.2	-0.1	-3.4	-0.8	0.2	-5.7
CC(C)C[C@H](NC(=O)c1nc[nH]c1C(=O)N1CCN(c2ccccc2)CC1)C(=O)OCc1ccccc1	0.9	0.4	1.1	-1.5	-25.8	-1.3	16.1	-0.2	25.8	14.5
COc1cc(C2c3sc(=O)[nH]c3SC3C(=O)N(c4ccc(Br)cc4)C(=O)C32)ccc1O (centres undefined)	0.6	1.3	-0.9	-2.6	·	-2.1	-0.7	0.7	·	4.7
